# High-throughput results as filed in PubChem BioAssay.
# Cneo AK release – Cryptococcus neoformans cell lysis inducers, primary screen, AK release luminescence, single concentration; C. neoformans lysis, adenylate kinase release luminescence, 4 h; normalised: neutral wells 0, clomiphene wells 100; lysis activity, % at 15 µM; 0.2% of 360,000 active;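 active = mean lysis activity across replicates of at least 80%, whatever share of replicates individually reach that level; inactive = mean lysis activity below 80%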
#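 Schedule: static 4 h at 37 °C with compound, 1 h detection; system: C. neoformans cells; benchmarks: Clomiphene as positive control; buffer or medium: fresh YPD medium; measure: luminescence rise reflecting yeast cell lysis; measured by: luminescent adenylate kinase detection reagent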
# RAD52 anneal inh – RAD52 DNA annealing inhibitors, primary screen, biochemical, FRET, single point, set 2; recombinant RAD52 DNA annealing, FRET fluorescence; inhibition, % at 18.7 µM; 0.46% of 360,000 active; AID 651710, 2012;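 active = every replicate showing at least 50% inhibition; inconclusive = mean inhibition at least 50% but not in every replicate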
# Target sequence (P43351 whole entry, looked up): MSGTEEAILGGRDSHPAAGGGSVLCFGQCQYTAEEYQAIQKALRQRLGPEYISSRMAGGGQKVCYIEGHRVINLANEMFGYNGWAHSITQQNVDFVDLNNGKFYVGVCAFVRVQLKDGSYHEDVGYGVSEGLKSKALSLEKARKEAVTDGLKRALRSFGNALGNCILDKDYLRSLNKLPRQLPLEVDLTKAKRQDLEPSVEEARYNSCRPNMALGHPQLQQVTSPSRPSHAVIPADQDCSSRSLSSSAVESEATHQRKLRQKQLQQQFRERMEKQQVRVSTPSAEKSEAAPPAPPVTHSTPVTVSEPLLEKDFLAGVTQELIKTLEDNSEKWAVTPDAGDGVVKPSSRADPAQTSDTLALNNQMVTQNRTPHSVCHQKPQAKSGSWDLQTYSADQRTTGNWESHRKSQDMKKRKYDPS
# ERAP1 inh – human ERAP1 aminopeptidase inhibitors, primary screen, biochemical, single point, plate reader | Endoplasmic reticulum aminopeptidase 1 (Homo sapiens), Q9NZ08 | recombinant ERAP1, Leu-AMC fluorescence, 60 min | inhibition, % at 10.7 µM | 0.15% of 340,000 active;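 active = mean replicate inhibition of at least 30%, or all replicates individually reaching that 30% level; inactive = mean below 30% and not every replicate reaching it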;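 also: 0% = neutral control wells and 100% = L-leucinethiol positive control wells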
# PGC1a acetyl inh – inhibitors of PGC1a acetylation signal, primary screen, cell-based, U2OS, AlphaScreen, inhibitor mode | inhibition, % at 15.6 µM | AlphaScreen anti-acetyl-lysine; with virally co-expressed GCN5 acetyltransferase | 0.17% of 350,000 active;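 active = every replicate shows inhibition of at least 40%; inconclusive = mean inhibition at least 40% but some replicate below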;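 also: 0% = neutral control wells and 100% = positive control wells; some results beyond the cut were filed as inactive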
# RAD54 inh – inhibitors of human RAD54 branch migration, primary screen, biochemical, fluorescence, single point; DNA repair and recombination protein RAD54-like (Homo sapiens), Q92698; 0.14% of 360,000 active; RAD54 Holliday junction branch migration, FAM/BHQ fluorescence; inhibition, % at 10.4 µM;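 active = mean normalized replicate activity at least 40 and at least half of replicates scoring 40 or more; inconclusive = only one of the two criteria met; inactive = mean below 40 and under half of replicates reaching 40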;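 also: 0% = median of neutral control wells and 100% = median of positive control wells; inhibitors cause a drop in the FAM fluorescence signal; in these data hits start at about 50%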
# miR122 inh – miR-122 Renilla sensor signal increase in Huh7, primary screen, miR-122 inhibitor project, cell-based, single point, plate reader | 0.3% of 340,000 active | Huh7 miR-122 Renilla luciferase sensor, 48 h; neutral wells = 0, positive control = 100 | activation (reporter increase), % at 12.5 µM;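 active = mean replicate activation score at least 90 and every replicate individually at or above 90; inconclusive = only one of the two criteria met; inactive = neither criterion met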;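 also: higher luciferase means less miR-122 activity so hits act as miR-122 inhibitors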
# E-sel inducer – E-selectin induction in HUVECs, primary screen, imaging, HUVEC, immunofluorescence imaging, single point; P16581; normalized: neutral wells 0, TNF-alpha wells 100; activation, % at 7.58 µM; 0.37% of 260,000 active; AID 686992, 2013;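 active = mean E-selectin-positive cell signal at least 10% of the positive control, reached in at least 60% of replicates, without over 20% cell loss; inconclusive = no rule given, readout overlaps actives, possibly toxicity-flagged; inactive = the rest, including those meeting only one limit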;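 also: in these data hits start at about 27%; measured in HUVEC primary endothelial cells; signal is the percent of cells scored E-selectin positive by PE staining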
# Target sequence (P16581 whole entry, looked up): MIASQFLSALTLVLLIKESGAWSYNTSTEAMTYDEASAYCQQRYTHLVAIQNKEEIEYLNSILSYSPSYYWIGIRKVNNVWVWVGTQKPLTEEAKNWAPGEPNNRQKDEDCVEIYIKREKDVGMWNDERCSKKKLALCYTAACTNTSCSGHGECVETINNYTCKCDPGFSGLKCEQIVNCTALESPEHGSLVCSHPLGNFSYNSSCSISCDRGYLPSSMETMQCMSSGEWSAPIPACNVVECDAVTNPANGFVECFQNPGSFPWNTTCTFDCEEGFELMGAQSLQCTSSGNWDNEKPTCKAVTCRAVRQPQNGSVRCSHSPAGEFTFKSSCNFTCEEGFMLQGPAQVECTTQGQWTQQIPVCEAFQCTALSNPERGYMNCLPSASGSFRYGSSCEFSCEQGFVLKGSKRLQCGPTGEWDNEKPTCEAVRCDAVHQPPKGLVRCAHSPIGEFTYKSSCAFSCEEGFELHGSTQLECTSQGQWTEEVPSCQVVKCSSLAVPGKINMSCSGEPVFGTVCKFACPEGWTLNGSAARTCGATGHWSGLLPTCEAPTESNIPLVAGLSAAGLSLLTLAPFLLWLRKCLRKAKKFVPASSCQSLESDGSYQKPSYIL
#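 Test system: HUVEC | Signal: Immunofluorescence imaging | Read-out: Percent E-selectin-positive cells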
# PglD inh – C. jejuni PglD acetyltransferase inhibitors, primary screen, biochemical, DTNB colorimetric, single point; UDP-N-acetylbacillosamine N-acetyltransferase PglD (Campylobacter jejuni); 0.098% of 360,000 active; inhibition, % at 12.5 µM; purified PglD enzyme, DTNB colorimetric CoA detection; in the data active = inhibition above about 16%, passing the limit was not always enough; inconclusive = no clear call, values can overlap the other calls; also: strong numbers were not always called active
# * = called active by the depositor; ? = inconclusive; · = not tested or not shown; [ ] = remark or other dose.
canonical_smiles,Cneo AK release,RAD52 anneal inh,ERAP1 inh,PGC1a acetyl inh,RAD54 inh,miR122 inh,E-sel inducer,PglD inh
O=[N+]([O-])c1ccc(N2CCCC2)nc1N1CCCC1,-3,-5,4,-2,-9,-1,1.2,-6
C[C@@H]1CN([C@@H](C)CO)C(=O)c2cc(-c3cccc(C#N)c3)cnc2O[C@H]1CN(C)Cc1ccccc1,-5,12,3,1,4,-8[16.7 µM],-0.2,-7
COc1cccc(-c2nc(-c3ccc4c(c3)NC(=O)CO4)cs2)c1,·,-30,-1,-2,·,-1,·,·
CS(=O)(=O)N(CC(=O)NCc1ccco1)c1ccc(OCc2ccccc2)cc1,0,-20,-1,-11,-3,-2,-0.2,-8
Cc1ccc2nc(C)c(C(=O)N/N=C/c3ccc(N4CCOCC4)cc3)cc2c1,1,·,·,1,12,6,·,-1
COc1ccccc1CNC(=O)CS(=O)Cc1nc(-c2ccccc2C)oc1C (stereo not given),5,-25,4,-2,-1,-5,·,3
CC(NC(=O)c1ccc2c(c1)C(=O)N(Cc1cccnc1)C2=O)c1ccccc1 (stereo not given),2,-23,9,·,10,·,0.2,0
COc1ccc(CNC(=O)C2CCN(C(=O)Cc3ccccc3)CC2)cc1,0,-1,-4,22,-8,-3,·,-4
CC(C)(C)c1ccc(O)c(O)c1,-1,-5,-8,?,-2,-2,·,4
CC(=O)Nc1cccc(C(=O)OCC(=O)NCc2ccc(F)cc2)c1,1,-17,0,7,-1,-1,1.3,-7
COc1ccc(C#Cc2ccc([C@@H]3[C@@H](CO)N4C(=O)CN(C(C)=O)C[C@@H]34)cc2)cc1,·,-17,3,-9,·,·,-0.2,·
CCCN1[C@H](C(=O)OC)[C@@H](CO)[C@@H]2Cn3c(ccc(-c4ccccc4OC)c3=O)[C@@H]21,-1,-4,0,·,0,-5[16.7 µM],-1.5,0
COc1cc(/C=C/CNC[C@H]2O[C@@H](n3cnc4c(N)ncnc43)[C@H](O)[C@@H]2O)ccc1O,-1,·,·,7,0,-4,·,-2
N#Cc1ccc(CSc2ccc(S(=O)(=O)N3CCCCCC3)cn2)cc1,0,2,3,-16,0,-3,-0.2,-5
Cn1c(/N=C/c2ccccc2[N+](=O)[O-])nc2ccccc21,-1,-73,1,-2,-1,9,·,-2
C[C@H](CO)N1C[C@H](C)[C@H](CN(C)C(=O)CCCN(C)C)OCCCC[C@H](C)Oc2ccc(NS(=O)(=O)c3cn(C)cn3)cc2C1=O,-3,3,-3,4,3,11[16.7 µM],-0.2,4
COc1ccccc1S(=O)(=O)N[C@H]1CC[C@H](CC(=O)NCc2cccc(F)c2)O[C@H]1CO,-9,5,2,5,3,-12[16.7 µM],-0.5,11
Cc1ccc(C)c(NC(=O)C2CCCN(S(=O)(=O)c3ccc4[nH]c(=O)ccc4c3)C2)c1 (stereo not given),0,-9,-5,·,7,-2,0.1,1
CC(C)C(C(=O)NCC1CCCO1)N(Cc1ccco1)C(=O)CNS(=O)(=O)c1ccccc1 (stereo not given),0,·,·,4,7,0,·,-7
O=C(NCC(c1ccco1)N1CCCCC1)c1cccc(S(=O)(=O)Nc2ccc(F)cc2)c1 (stereo not given),-2,-25,1,·,8,50,·,2
O=C1C(Cl)=C(NCCc2ccccc2)C(=O)c2ccccc21,2,1,0,4,5,·,-0.4,0
O=C(CCNS(=O)(=O)c1ccc(F)cc1)N1CCN(c2ncccn2)CC1,1,-8,13,-3,-17,1,-0.3,-7
O=C(c1ccc(F)cc1)N1CCCCN2[C@@H](CO)[C@H](c3ccc(-c4ccccc4)cc3)[C@@H]2C1,-2,16,-1,-1,8,-2[16.7 µM],-0.2,2
Cc1ccnc(N/C=C(\C#N)c2nc(-c3cccc(Br)c3)cs2)c1,1,·,·,5,-42,4,·,-1
CC1CN(C(=O)c2cccs2)CCN1C(=O)c1cccs1 (stereo not given),-1,·,·,6,-1,-4,·,-3
COc1ccccc1CNC(=O)CCNS(=O)(=O)/C=C/c1ccc(C)cc1,·,-4,-7,6,·,·,0.4,·
c1ccc2c(OCCCN3CCCCCC3)cccc2c1,8,3,-3,·,17,13,·,-30
C[C@@H]1CCCCO[C@@H](CN(C)C(=O)CCC(F)(F)F)[C@@H](C)CN([C@H](C)CO)C(=O)c2cc(NC(=O)C3CCCCC3)ccc2O1,-1,-5,-1,-9,1,10[16.7 µM],0.1,-1
CCN(CC)CCNC(=O)Cn1cnc2sc(C)c(S(=O)(=O)N3CC(C)CC(C)C3)c2c1=O (stereo not given),-6,-8,2,·,5,-8,0.2,-1
Cn1c(=O)n(CCc2ccccc2)c(=O)c2c1nc1n2CCCN1c1ccccc1,6,6,1,-1,-5,2,·,0
Cn1cc(CN2CCN(c3cnccn3)CC2)c(-c2cccc(Cl)c2)n1,·,-8,-6,-8,·,-4,·,·
O=C(NC(Cc1ccccc1)C(=O)N1CCCC1C(=O)O)c1ccccc1 (stereo not given),0,·,·,8,0,0,·,-5
COc1ccc(C#Cc2ccc([C@H]3[C@@H](CO)N4CCCCN(C(=O)c5ccncc5)C[C@@H]34)cc2)cc1,-2,-28,-1,0,-8,-11[16.7 µM],-0.2,9
C=CCc1cc(Cl)ccc1OCCCNC(C)CC (stereo not given),0,·,·,-20,8,-4,0.0,-11
COc1ccc(NC(=O)N(C)C[C@H]2Oc3ccc(NC(=O)Cc4cn(C)c5ccccc45)cc3CC(=O)N([C@H](C)CO)C[C@@H]2C)cc1,1,-2,1,0,4,1[16.7 µM],-10,-1
O=C(Cn1c(NCCCO)nc2ccccc21)c1ccc(Cl)cc1,4,-16,0,·,-4,-2,·,-4
COc1cc([C@@H]2c3cc4c(cc3[C@H](O)[C@H]3COC(=O)[C@H]23)OCO4)cc(OC)c1OC,-2,12,-1,-2,-5,19,0.3,-1
Cc1ccc(S(=O)(=O)/C(C#N)=C/c2c(N3CCC(C(N)=O)CC3)nc3c(C)cccn3c2=O)cc1,-3,·,·,-2,2,-2,·,-8
Cc1cc(C)cc(N=C2SC(CC(=O)Nc3ccccc3)C(=O)N2CCN2CCOCC2)c1 (stereo not given),4,-34,-2,5,5,-3,4.7,3
CCS(=O)(=O)N1Cc2ccccc2CC1C(=O)NCCc1c[nH]c2ccccc12 (stereo not given),1,-14,-4,·,-10,·,·,-6

# A draw from above in order of number of heavy atoms, falling:
canonical_smiles,Cneo AK release,RAD52 anneal inh,ERAP1 inh,PGC1a acetyl inh,RAD54 inh,miR122 inh,E-sel inducer,PglD inh
C[C@H](CO)N1C[C@H](C)[C@H](CN(C)C(=O)CCCN(C)C)OCCCC[C@H](C)Oc2ccc(NS(=O)(=O)c3cn(C)cn3)cc2C1=O,-3,3,-3,4,3,11[16.7 µM],-0.2,4
C[C@@H]1CCCCO[C@@H](CN(C)C(=O)CCC(F)(F)F)[C@@H](C)CN([C@H](C)CO)C(=O)c2cc(NC(=O)C3CCCCC3)ccc2O1,-1,-5,-1,-9,1,10[16.7 µM],0.1,-1
O=C(NCC(c1ccco1)N1CCCCC1)c1cccc(S(=O)(=O)Nc2ccc(F)cc2)c1 (stereo not given),-2,-25,1,·,8,50,·,2
Cc1ccc(C)c(NC(=O)C2CCCN(S(=O)(=O)c3ccc4[nH]c(=O)ccc4c3)C2)c1 (stereo not given),0,-9,-5,·,7,-2,0.1,1
COc1ccc(C#Cc2ccc([C@@H]3[C@@H](CO)N4C(=O)CN(C(C)=O)C[C@@H]34)cc2)cc1,·,-17,3,-9,·,·,-0.2,·
CCS(=O)(=O)N1Cc2ccccc2CC1C(=O)NCCc1c[nH]c2ccccc12 (stereo not given),1,-14,-4,·,-10,·,·,-6
O=C(CCNS(=O)(=O)c1ccc(F)cc1)N1CCN(c2ncccn2)CC1,1,-8,13,-3,-17,1,-0.3,-7
N#Cc1ccc(CSc2ccc(S(=O)(=O)N3CCCCCC3)cn2)cc1,0,2,3,-16,0,-3,-0.2,-5
O=C(Cn1c(NCCCO)nc2ccccc21)c1ccc(Cl)cc1,4,-16,0,·,-4,-2,·,-4
O=C1C(Cl)=C(NCCc2ccccc2)C(=O)c2ccccc21,2,1,0,4,5,·,-0.4,0
Cn1c(/N=C/c2ccccc2[N+](=O)[O-])nc2ccccc21,-1,-73,1,-2,-1,9,·,-2
C=CCc1cc(Cl)ccc1OCCCNC(C)CC (stereo not given),0,·,·,-20,8,-4,0.0,-11

# New compounds follow:
canonical_smiles,Cneo AK release,RAD52 anneal inh,ERAP1 inh,PGC1a acetyl inh,RAD54 inh,miR122 inh,E-sel inducer,PglD inh
COc1ccc(NC(=O)C23CC4CC(CC(Cl)(C4)C2)C3)cc1S(=O)(=O)N1CCOCC1,0,3,-2,0,1,·,0.0,-6
O=C(Nc1nnc(-c2ccc(F)cc2)s1)Nc1ccccc1F,0,-8,2,-19,4,2,0.2,2
COc1ccc(N2CCN(CCC(O)c3ccc4ccccc4c3)CC2)cc1 (stereo not given),-1,-4,-2,3,8,-3,0.0,29*
COc1ccccc1NS(=O)(=O)c1cc2c3c(c1)CC(=O)N3CCC2,-2,-17,0,-15,-3,3,0.6,-1
Cc1ccc(S(=O)(=O)NCc2ccc(C(=O)NC3CC3)cc2)cc1,4,-4,-1,-9,3,-8,·,-1
CCCCn1c(-c2cccc(F)c2)nc2c1c(=O)[nH]c(=O)n2CC(C)C,3,-11,0,·,-14,-6,·,-3
Cc1oc(-c2ccccc2)cc1C(=O)NC1CCN(Cc2ccccc2)CC1,-1,-10,-2,8,-5,-6,0.0,-2
N#C/C(=C\c1c(N2CCOCC2)nc2ccccn2c1=O)C(=O)NC1CCS(=O)(=O)C1 (stereo not given),1,-9,25,1,-12,-6,·,-6
CCN1C(=C2C(=O)c3ccccc3C2=O)C=Cc2ccccc21,1,·,·,·,-12,0,·,-10
CC(C)CCNC(=O)C(=O)NCCC1=CCCCC1,-4,-5,-3,-5,-1,-7,1.4,-8
Cc1cccc(S(=O)(=O)N2C[C@@H]3[C@H](c4ccccc42)[C@H](CO)N3C(=O)C2CC2)c1,1,-7,0,-6,-7,21[16.7 µM],0.4,-3
O=C(Nc1nc2cc3c(cc2s1)OCCO3)c1ccncc1,·,5,-1,?,·,-5,-0.7,·
O=C(c1cc(-c2ccccn2)nc2ccc(Br)cc12)N1CCN(S(=O)(=O)c2ccccc2)CC1,·,-25,1,0,·,6,·,·
O=C(C[C@@H]1CC[C@@H](NC(=O)Nc2ccccc2)[C@@H](CO)O1)NCc1ccccn1,0,13,1,13,-6,·,-0.8,-2
Cc1ccc(S(=O)(=O)Nc2ccc(C(=O)N3CCCC3)cc2)c(C)c1NS(C)(=O)=O,1,-9,3,5,-18,6,-0.1,3

# Some entries already given, limited to PGC1a acetyl inh and E-sel inducer.
molecule	PGC1a acetyl inh	E-sel inducer
O=C(Nc1nc2cc3c(cc2s1)OCCO3)c1ccncc1	?	-0.7
O=C(c1cc(-c2ccccn2)nc2ccc(Br)cc12)N1CCN(S(=O)(=O)c2ccccc2)CC1	0	·
